UBC9 SUMO inh: SUMOylation inhibition; P63279; HTRF SUMOylation assay, SAE1/SAE2 + UBC9, in vitro; inhibition, % at 35 µM; hit rate 0.36% among 290,000; in the data active = inhibition above about 50%, passing the limit was not always enough; note: strong numbers were not always called active
PfM18AAP inh: blocks P. falciparum M18 aspartyl aminopeptidase | hit rate 1.2% among 290,000 | AID 1822 | inhibition, % at 7.35 µM | recombinant PfM18AAP, H-Glu-NHMec fluorogenic cleavage;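 active = inhibition above the campaign mean inhibition over all tested compounds plus 3 SD, cut at about 28% in these data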;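 note: 0% = plate median of test compound wells and 100% = 2 mM ZnCl2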
MEKK3 PB1 HTS: MEKK3-MEK5 PB1 interaction, increase or decrease; Q99759; bead-based flow cytometry, Alexa488-MEK5 binding to MEKK3; actives lie on both sides; 0 = blocked by unlabeled MEK5, 100 = vehicle; hit rate 1.4% among 290,000; binding response (% of control), % at 10 µM;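 active = binding response more than 3 SD above or below the average of its plate-row segment, actives on both sides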;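 note: Alexa488 bead fluorescence after subtracting the streptavidin-only scavenger bead signal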
MEKK2 mut-MEK5: signal of MEK5 binding to mutant human MEKK2 PB1 domain | bead flow cytometry, Alexa488-MEK5 binding to MEKK2 mutant | percent response, % at 10 µM | AID 1530 | hit rate 0.35% among 290,000; in the data active = percent response above about 24%, passing the limit was not always enough; note: inactives centre near 1; some results filed as inactive read as strong as hits; reference of the scale not given here
MEKK2 WT-MEK5: raises or lowers MEK5 binding to wildtype human MEKK2 PB1 domain; Q9Y2U5; bead flow cytometry, Alexa488-MEK5 binding to MEKK2 WT; actives lie on both sides; binding response (% of control), % at 10 µM; hit rate 1.1% among 290,000; AID 1531; in the data active = binding response below about 67% or above about 130%
IDE inh: inhibits human insulin-degrading enzyme in HEK cells | inhibition, % at 5.59 µM | FAbetaB cleavage, fluorescence polarization | hit rate 0.41% among 320,000 | AID 434962;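 active = percent inhibition above the average of all tested compounds plus 3 SD, set per screening campaign, cut at about 16% in these data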;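 note: IDE supplied by intact live HEK cells; FP after avidin binding of uncleaved biotin substrate so inhibition keeps polarization high; 0% = DMSO wells and 100% = 60 µM reference IDE inhibitor Ii1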
p-CIP stab down: compounds decreasing mouse p/CIP protein stability; decrease of EGFP signal, % at 10 µM; F442A p/CIP-EGFP cells, EGFP fluorescence, 16 h; AID 1984; hit rate 0.01% among 290,000; Q05BA5;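 active = EGFP signal decrease of at least 30% at 10 µM or well 3 SD below plate mean, unless failing retest; inactive = the rest, including hits failing retest or dose response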; note: some compounds called inactive have numbers as strong as hits; many of its hits are not listed in these tables
Target sequence (Q05BA5 1-1403): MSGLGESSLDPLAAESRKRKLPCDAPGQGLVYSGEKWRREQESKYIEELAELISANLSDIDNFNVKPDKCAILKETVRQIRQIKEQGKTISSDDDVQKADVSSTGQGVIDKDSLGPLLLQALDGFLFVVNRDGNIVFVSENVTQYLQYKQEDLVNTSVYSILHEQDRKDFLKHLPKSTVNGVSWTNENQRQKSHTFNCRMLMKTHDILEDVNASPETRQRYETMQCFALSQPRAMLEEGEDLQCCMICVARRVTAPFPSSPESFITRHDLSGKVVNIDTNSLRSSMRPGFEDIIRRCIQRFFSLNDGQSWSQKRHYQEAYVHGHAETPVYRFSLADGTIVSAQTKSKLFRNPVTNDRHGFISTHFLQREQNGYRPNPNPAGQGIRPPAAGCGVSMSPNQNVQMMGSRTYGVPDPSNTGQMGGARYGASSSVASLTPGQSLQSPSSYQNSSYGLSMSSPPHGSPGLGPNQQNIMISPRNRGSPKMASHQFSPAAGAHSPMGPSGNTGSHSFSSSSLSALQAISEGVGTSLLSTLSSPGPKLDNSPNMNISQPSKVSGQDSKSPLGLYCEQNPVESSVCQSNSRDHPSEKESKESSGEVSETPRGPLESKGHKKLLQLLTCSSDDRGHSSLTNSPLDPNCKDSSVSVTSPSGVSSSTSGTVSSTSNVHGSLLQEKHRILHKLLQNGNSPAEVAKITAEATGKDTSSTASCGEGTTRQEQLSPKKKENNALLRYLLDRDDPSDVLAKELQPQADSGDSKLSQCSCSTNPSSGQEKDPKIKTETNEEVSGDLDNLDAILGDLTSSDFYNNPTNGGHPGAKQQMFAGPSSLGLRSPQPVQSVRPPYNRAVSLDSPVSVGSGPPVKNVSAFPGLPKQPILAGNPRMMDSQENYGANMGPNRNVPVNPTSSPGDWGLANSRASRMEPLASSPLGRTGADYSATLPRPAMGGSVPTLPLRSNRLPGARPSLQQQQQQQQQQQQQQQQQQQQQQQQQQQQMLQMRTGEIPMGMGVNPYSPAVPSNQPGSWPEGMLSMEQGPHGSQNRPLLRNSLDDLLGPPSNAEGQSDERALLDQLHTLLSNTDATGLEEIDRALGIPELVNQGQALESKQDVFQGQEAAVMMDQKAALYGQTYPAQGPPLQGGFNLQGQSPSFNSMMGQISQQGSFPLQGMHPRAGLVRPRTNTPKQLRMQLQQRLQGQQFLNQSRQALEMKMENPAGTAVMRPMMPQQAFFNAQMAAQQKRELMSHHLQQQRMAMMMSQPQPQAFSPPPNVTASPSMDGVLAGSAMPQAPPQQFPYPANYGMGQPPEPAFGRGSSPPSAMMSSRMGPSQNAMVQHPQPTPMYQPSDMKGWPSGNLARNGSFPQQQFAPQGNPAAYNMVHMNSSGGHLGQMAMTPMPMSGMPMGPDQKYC
NALP1 yeast inh: blocks the NALP1 inflammasome reconstituted in yeast. S. cerevisiae NALP1/ASC/caspase-1 growth, X-gal OD620, 72 h. inhibition, % at 10 µM. hit rate 0.61% among 280,000. AID 2071; in the data active = inhibition mostly above about 24%, no sharp cut-off; inactive = mostly below about 32%; note: some compounds called inactive have numbers as strong as hits
IDE act: boosts human insulin-degrading enzyme activity in HEK cells; P14735; FAbeta-B cleavage, fluorescence polarization; 0% vehicle, 100% cell-free pure enzyme wells; activation, % at 5.96 µM; hit rate 0.073% among 340,000;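 active = activation above the mean of all tested compounds plus 3 SD, set per screening campaign, cut at about 17% in these data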
* = called active by the depositor; nt = not tested or not shown.

SMILES	UBC9 SUMO inh	PfM18AAP inh	MEKK3 PB1 HTS	MEKK2 mut-MEK5	MEKK2 WT-MEK5	IDE inh	p-CIP stab down	NALP1 yeast inh	IDE act
Cc1cc2nc3c(=O)n(C4CCCCC4)c(=O)[nH]c3nc2cc1N	-1	6	97	-2	96	nt	-6	7	-7
CCCC(=O)Nc1cc(-c2nn(C)c(=O)c3ccccc23)ccc1N1CCOCC1	22	-7	104	1	109	5	4	4	4
O=C(Nc1ccc(S(=O)(=O)N2CCCCC2)cc1)c1ccco1	10	-1	107	4	105	1	4	6	3
NC(=S)N/N=C\c1ccccc1OCc1ccccc1	-7	-1	89	-4	95	-3	-6	22	-3
CCOc1ccc(N2CC(C(=O)OCC(=O)NCc3ccccc3)CC2=O)cc1 (stereo not given)	0	4	103	4	101	-1	-6	4	-1
CC(C)(C)N1CSC(=S)N(Cc2ccccc2)C1	1	2	112	0	106	-4	-12	-7	-3
O=C(Nc1ccc(-n2cnnn2)cc1)C1CCC1	15	8	114	2	114	6	9	-2	5
COc1cc(OC)nc(NC2OC(=O)c3ccccc32)n1 (stereo not given)	9	13	102	0	101	6	-10	8	7
CC(C)c1ccc(NC(=O)C2CSC3(C)CCC(=O)N23)cc1 (stereo not given)	0	7	97	4	103	-1	-7	-2	10
O=C(Nc1cccc2c1C(=O)NC2=O)c1cccc(N2C(=O)CCC2=O)c1	9	-9	103	4	111	6	-6	14	5
CCN(C(=O)c1cc2c(=O)[nH]c3ccc(C)cc3c2s1)c1ccccc1F	15	-5	98	-5	93	-1	6	nt	3
COc1ccc2cc(CO)c(Cl)nc2c1	10	1	100	-3	98	5	3	9	3
CCCn1c(=O)c(F)cn(Cc2ccc(OC)c([N+](=O)[O-])c2)c1=O	0	-2	100	3	98	1	0	12	0
CCOC(=O)c1cc(C(C)C)sc1NC(=O)COC(=O)CCS(=O)(=O)c1ccccc1	-13	0	105	0	102	-3	1	2	-6
O=C(O)[C@H](Cc1c[nH]c2ccccc12)Nc1ncccc1[N+](=O)[O-]	20	-9	97	2	99	3	-10	-5	-1
COCCN(C(=O)c1ccccc1F)c1nnc(-c2ccc(OC)cc2)s1	3	0	102	3	100	4	-6	8	3
COc1ccc(CCNC(=O)C2CCN(S(=O)(=O)c3ccc4c(c3)oc(=O)n4C)CC2)cc1OC	11	1	101	1	100	0	-10	9	7
Cc1cc(C)c(N(CC(=O)NCc2ccccc2)C(=O)c2csnn2)c(C)c1	0	4	99	-1	96	-1	-25	10	-2
O=C(c1ccccc1)N1N=C(c2ccccc2)CC1c1cccs1 (stereo not given)	5	6	99	2	97	8	0	13	-2
CCCc1nnc(NC(=O)CCC(=O)NCc2ccccc2)s1	nt	-6	98	-5	101	1	-1	24	6
CCCCCCCCc1nc(SCC(C)=O)n[nH]1	13	-1	89	-19	92	5	-5	nt	-2
COC(=O)c1ccccc1NC(=O)CSc1n[nH]c(-c2ccncc2)n1	15	4	98	8	104	2	13	7	-1
CSc1ccccc1OCc1cc(C(=O)N(C)Cc2nonc2C)no1	8	-1	104	10	108	-2	-8	10	8
COc1ccc(CNS(=O)(=O)c2ccc(F)c(C(=O)Nc3ccc(OC)cc3)c2)cc1	3	1	86	-13	77	1	6	6	-3
Cc1ccc(NC(=O)COc2ccc(CCO)cc2-n2nc3ccccc3n2)cc1C	-18	-9	104	4	102	1	-5	22	2

3 compounds out of the list above, arranged by the number in MEKK3 PB1 HTS, rising.
SMILES	UBC9 SUMO inh	PfM18AAP inh	MEKK3 PB1 HTS	MEKK2 mut-MEK5	MEKK2 WT-MEK5	IDE inh	p-CIP stab down	NALP1 yeast inh	IDE act
Cc1cc(C)c(N(CC(=O)NCc2ccccc2)C(=O)c2csnn2)c(C)c1	0	4	99	-1	96	-1	-25	10	-2
CCCn1c(=O)c(F)cn(Cc2ccc(OC)c([N+](=O)[O-])c2)c1=O	0	-2	100	3	98	1	0	12	0
CCCC(=O)Nc1cc(-c2nn(C)c(=O)c3ccccc23)ccc1N1CCOCC1	22	-7	104	1	109	5	4	4	4

Reformatted as a markdown table: part of the list above.
| Compound | UBC9 SUMO inh | PfM18AAP inh | MEKK3 PB1 HTS | MEKK2 mut-MEK5 | MEKK2 WT-MEK5 | IDE inh | p-CIP stab down | NALP1 yeast inh | IDE act |
| --- | --- | --- | --- | --- | --- | --- | --- | --- | --- |
| CCCC(=O)Nc1cc(-c2nn(C)c(=O)c3ccccc23)ccc1N1CCOCC1 | 22 | -7 | 104 | 1 | 109 | 5 | 4 | 4 | 4 |
| O=C(Nc1ccc(S(=O)(=O)N2CCCCC2)cc1)c1ccco1 | 10 | -1 | 107 | 4 | 105 | 1 | 4 | 6 | 3 |
| NC(=S)N/N=C\c1ccccc1OCc1ccccc1 | -7 | -1 | 89 | -4 | 95 | -3 | -6 | 22 | -3 |
| CCOc1ccc(N2CC(C(=O)OCC(=O)NCc3ccccc3)CC2=O)cc1 (stereo not given) | 0 | 4 | 103 | 4 | 101 | -1 | -6 | 4 | -1 |
| CC(C)(C)N1CSC(=S)N(Cc2ccccc2)C1 | 1 | 2 | 112 | 0 | 106 | -4 | -12 | -7 | -3 |

More results:
SMILES	UBC9 SUMO inh	PfM18AAP inh	MEKK3 PB1 HTS	MEKK2 mut-MEK5	MEKK2 WT-MEK5	IDE inh	p-CIP stab down	NALP1 yeast inh	IDE act
COc1ccc(C2CC(O)(c3ccccc3)Oc3cc(OC)cc(OC)c32)cc1 (stereo not given)	-12	nt	96	1	90	nt	-10	nt	3
CCC(C(=O)Nc1cc(F)ccc1F)n1nc(C)c2c(C)n(-c3ccc(C)cc3)nc2c1=O (stereo not given)	-12	-2	98	-9	95	8	12	9	1
O=S(=O)(NCCC1=CCCCC1)c1cccc(S(=O)(=O)N2CCOCC2)c1	1	4	107	11	112	-1	-18	-1	5
COc1cccc(C(c2c(N)n(C)c(=O)n(C)c2=O)C(C)[N+](=O)[O-])c1 (stereo not given)	41	17	111	8	107	-1	-4	nt	-8
Cc1noc2ncnc(Oc3ccc(F)cc3)c12	38	-3	108	-1	106	-1	-5	-6	3
COC(=O)c1ccc(NC(=O)Cc2ccc(C)cc2)cc1	-14	-1	101	1	102	-3	-2	35*	-2
COc1ccc(OC)c(S(=O)(=O)N2CCN(c3c(C)cccc3C)CC2)c1	-3	-2	101	3	102	5	-12	35	4
Cc1ccc2c(N)c(C(=O)c3ccccc3)sc2n1	11	-15	86	-5	85	-1	2	6	4
COc1cccc(CNC(=O)c2cc3oc4ccccc4c3n2C)c1OC	-1	-2	103	1	98	-3	-4	-13	4
CCS(=O)(=O)Nc1ccc(NC(C)=O)cc1	6	-13	104	3	107	1	0	36*	5
Cc1sc2nc(-c3cccs3)oc(=O)c2c1C	26	-8	107	2	108	4	-73	23	1
CCOC(=O)c1cc(CC)sc1NC(=O)c1cc(OCC)c(OCC)c(OCC)c1	-4	5	106	3	110	0	-25	15	2
COc1ccc(NC(=O)CSc2nnc(-c3ccccc3C)n2N)cc1	12	16	106	0	100	11	1	7	-3
CC(/C=N/NC(=O)c1n[nH]c2c1CCC2)=C\c1ccccc1	12	2	102	4	100	5	-5	14	1
O=[N+]([O-])c1ccc(N2CCN(c3ccc(O)cc3)CC2)c(Cl)c1	4	36*	86	-3	87	4	0	35	-1
Cc1ccc(C(=O)c2ccccc2C(=O)OCC(=O)NCCc2ccccc2)cc1	6	5	114	0	101	5	-4	29	3
COc1ccc(N2CCN(C(=O)CSc3ncnc4scc(-c5ccc(C)cc5)c34)CC2)cc1	nt	2	97	-4	92	13	nt	nt	1
c1ccc2sc(SN3CCOCC3)nc2c1	1	-1	105	9	103	6	4	-16	0
O=C(Cn1ncn2c(cc3ccccc32)c1=O)NCCCc1ccccc1	18	0	98	2	99	2	2	8	-2
Cc1ccc2sc(N(CCN(C)C)C(=O)c3ccc4ccccc4c3)nc2c1C	-4	1	106	18	161*	-2	3	10	5
CCc1nc(N=C(N)N)nc2ccccc12	4	-7	95	-2	98	0	-2	-8	nt
CCCc1n[nH]c(=O)[nH]1	-3	-6	99	4	98	-5	3	4	4
COC(=O)c1[nH]c2ccc(C)cc2c1NC(=O)CN1CCCC(C)(C)C1	7	0	113	9	113	-1	2	8	5
CCOc1ccc(Oc2nc(NCC(C)C)nc(N(C)C)n2)nn1	10	-9	96	-2	96	0	-3	-6	2
C=CCN(c1ccccc1)S(=O)(=O)c1cccc(C(=O)O)c1	7	13	98	3	99	1	23	1	4

Looked up one by one from the entries so far:
SMILES	UBC9 SUMO inh	PfM18AAP inh	MEKK3 PB1 HTS	MEKK2 mut-MEK5	MEKK2 WT-MEK5	IDE inh	p-CIP stab down	NALP1 yeast inh	IDE act
CCOC(=O)c1cc(CC)sc1NC(=O)c1cc(OCC)c(OCC)c(OCC)c1	-4	5	106	3	110	0	-25	15	2
COC(=O)c1ccc(NC(=O)Cc2ccc(C)cc2)cc1	-14	-1	101	1	102	-3	-2	35*	-2
O=C(Cn1ncn2c(cc3ccccc32)c1=O)NCCCc1ccccc1	18	0	98	2	99	2	2	8	-2
CCOc1ccc(Oc2nc(NCC(C)C)nc(N(C)C)n2)nn1	10	-9	96	-2	96	0	-3	-6	2
CCC(C(=O)Nc1cc(F)ccc1F)n1nc(C)c2c(C)n(-c3ccc(C)cc3)nc2c1=O (stereo not given)	-12	-2	98	-9	95	8	12	9	1
COc1ccc(C2CC(O)(c3ccccc3)Oc3cc(OC)cc(OC)c32)cc1 (stereo not given)	-12	nt	96	1	90	nt	-10	nt	3
C=CCN(c1ccccc1)S(=O)(=O)c1cccc(C(=O)O)c1	7	13	98	3	99	1	23	1	4

Further records follow:
SMILES	UBC9 SUMO inh	PfM18AAP inh	MEKK3 PB1 HTS	MEKK2 mut-MEK5	MEKK2 WT-MEK5	IDE inh	p-CIP stab down	NALP1 yeast inh	IDE act
CCOC(=O)CC1COc2ccccc2N1C(=O)c1ccc(C)cc1 (stereo not given)	0	-3	99	-1	98	-7	4	42	2
CCOC(=O)N1CCN(C(=O)c2ccc3c(c2)N(Cc2ccccc2)CCS3)CC1	19	2	99	0	96	-2	-11	6	-3
CCOC(=O)C1=C(c2ccccc2)Nc2ncnn2C1c1cccc(O)c1 (stereo not given)	23	2	101	1	99	5	5	-30	8
Cc1nn(C(=O)C(C)N2C(=O)c3ccccc3C2=O)c(C)c1Br (stereo not given)	-7	-8	104	8	106	nt	0	-20	4
Cc1ccc(NC(=O)c2cnccn2)c(OC(F)F)c1	-2	-3	101	5	102	3	-2	24	-3
CCn1c(C)nnc1SCC(=O)Nc1ccc(C(C)=O)cc1	5	-9	109	19	108	6	-17	15	-2
O=[N+]([O-])c1cccc(-c2cn3ccccc3n2)c1	15	2	104	-12	94	5	-26	5	-1
O=C(Nc1ccc(Br)cc1Br)C1CC(=O)N(Cc2ccccc2)C1 (stereo not given)	-10	4	100	5	97	0	3	4	-1
Cn1c(=O)c2c(nc(N3CCOCC3)n2CCCNC2=NCCCCC2)n(C)c1=O	14	-15	101	2	103	4	-3	15	0
Cc1onc(-c2ccccc2)c1C(=O)Nc1ccc(C(=O)N2CCCCC2)cc1	2	0	99	0	99	2	-14	14	3
CSc1nc2c(c(=O)[nH]1)C(c1ccccc1)C1=C(CC(C)(C)CC1=O)N2 (stereo not given)	14	1	131*	4	121	3	-2	8	nt
COC(C[C@H]1O[C@H]1[C@H](O)[C@@H](C)OCc1ccccc1)OC	4	nt	89	-2	110	nt	4	nt	-2
COc1ccc(C(=O)CSc2nnc(Cn3cnc4ccccc43)o2)cc1	26	3	97	-4	95	4	-3	-2	3
Cc1nc(NC(=S)NC(=O)c2cncc(Br)c2)ccc1Br	10	-9	97	-8	85	2	-10	19	-2
O=C(CCCC(=O)N1CCc2ccccc21)N1CCc2ccccc21	0	nt	nt	nt	nt	nt	3	6	1

Assay outcomes as filed in PubChem BioAssay.

These rows are one share of the data. The share of hits here may be higher or lower than overall.
